DSG3 Ab inh = inhibitors of pemphigus antibody binding to human desmoglein-3; DSG3-coupled beads, scFv-anti-DSG3-GFP binding, flow cytometry; active compounds read low; binding (percent of control), % at 10 µM; P32926; actives 0.48% (n = 310,000); AID 588358;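 active = binding more than 3 SD below its plate's average and above zero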;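 also: hits lower antibody fragment binding to DSG3; some compounds called inactive have numbers as strong as hits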
Target sequence (P32926 whole entry, looked up, the tested form may be a part): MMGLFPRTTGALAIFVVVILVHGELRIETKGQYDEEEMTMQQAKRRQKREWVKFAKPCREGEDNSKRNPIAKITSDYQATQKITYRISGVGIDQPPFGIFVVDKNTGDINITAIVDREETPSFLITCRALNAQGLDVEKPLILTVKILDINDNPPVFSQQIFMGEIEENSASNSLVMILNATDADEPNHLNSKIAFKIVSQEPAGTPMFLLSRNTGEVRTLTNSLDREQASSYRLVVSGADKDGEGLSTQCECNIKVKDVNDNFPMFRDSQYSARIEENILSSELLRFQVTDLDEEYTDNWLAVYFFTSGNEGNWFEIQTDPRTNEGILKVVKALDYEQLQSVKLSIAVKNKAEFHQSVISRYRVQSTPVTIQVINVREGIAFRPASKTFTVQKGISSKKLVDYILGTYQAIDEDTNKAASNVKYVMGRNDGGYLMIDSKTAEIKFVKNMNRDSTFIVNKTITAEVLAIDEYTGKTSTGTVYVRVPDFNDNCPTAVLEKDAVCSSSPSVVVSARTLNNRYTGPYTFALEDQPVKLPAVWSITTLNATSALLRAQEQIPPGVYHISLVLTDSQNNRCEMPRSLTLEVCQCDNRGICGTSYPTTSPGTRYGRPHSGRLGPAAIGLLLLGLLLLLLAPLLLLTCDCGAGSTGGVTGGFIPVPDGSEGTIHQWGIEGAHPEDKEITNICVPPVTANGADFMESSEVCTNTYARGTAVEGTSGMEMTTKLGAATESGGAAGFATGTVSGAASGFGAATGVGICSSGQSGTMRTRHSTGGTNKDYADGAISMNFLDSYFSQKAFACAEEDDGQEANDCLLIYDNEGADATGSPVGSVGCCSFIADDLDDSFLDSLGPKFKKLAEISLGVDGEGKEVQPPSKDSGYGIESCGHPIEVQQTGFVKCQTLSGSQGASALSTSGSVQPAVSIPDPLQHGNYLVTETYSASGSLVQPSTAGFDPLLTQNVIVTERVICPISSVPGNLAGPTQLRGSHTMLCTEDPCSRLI
Arr AP2 block = inhibitors of human beta-arrestin and AP2 interaction; inhibition, % at 10 µM; actives 0.31% (n = 340,000); AID 504490; FITC-arrestin peptide / GST-AP2 beads, flow cytometry; AP2 beta2 appendage carries R879A mutation;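 active = inhibition above a set limit, near 3 SD of compounds lacking own fluorescence, cut at about 54% in these data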;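 also: plate controls were DMSO wells for no effect and 5 µM unlabelled arrestin peptide for full effect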
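System: GST-AP2 R879A glutathione beads; medium: PBS, Tween 20 0.05%, BSA 0.1%; reagent: fluorescein-tagged arrestin peptide at 50 nM final; schedule: pre-incubation 12 min, peptide binding 1 h, room temperature; detection: flow cytometry, FL1 (488/535 nm); read-out: inhibition as reduced fluorescein signal on beads, percent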
Keap1 Nrf2 FP = Keap1-Nrf2 (human) interaction inhibition. Keap1 Kelch-Nrf2 peptide fluorescence polarization, 1536-well. Q14145. actives 0.15% (n = 340,000). AID 504523. inhibition, % at 9.4 µM; in the data active = inhibition above about 12%;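 also: human Keap1 Kelch domain with fluorescein labeled Nrf2 9mer peptide probe; 0% = neutral control wells and 100% = peptide positive control; higher means more block of Keap1 binding to Nrf2 peptide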
OPRM1-OPRD1 ag = OPRM1-OPRD1 heterodimerization agonism. activation, % at 9.3 µM. cells, luminescence. P35372+P41143. actives 0.3% (n = 340,000). AID 504326; in the data active = activation above about 18%;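 also: 0% = vehicle-treated cells and 100% = reference agonist; values of inactives mirror those of a sister screen read the other way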
LANA DNA inh = blocks KSHV LANA C-terminal domain binding to DNA | MBP-C-LANA/FAM-LBS DNA binding, fluorescence polarization | inhibition, % at 9 µM | actives 0.078% (n = 340,000);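 active = highest replicate inhibition at or above 60% at 9 µM, even if other replicates fall short; inactive = all replicates below 60% inhibition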;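 also: 0% = neutral control wells and 100% = 4 µM acridine orange control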
Wnt act = activates Wnt/beta-catenin signaling in a reporter cell assay. activator, plate reader. activation, % at 9.35 µM. actives 1.2% (n = 300,000); in the data active = activation above about 30%, passing the limit was not always enough;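 also: 0% = neutral control wells and 100% = positive control wells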
V-ATPase pH = regulators of yeast V-ATPase proton transport. response, % at 10 µM. actives 0.37% (n = 350,000). S. cerevisiae, pHLuorin cytosolic pH fluorescence; in the data active = response mostly above about 7.3%, no sharp cut-off; inactive = mostly below about 5.4%; also: actives read high; inactives centre near 0; some compounds called inactive have numbers as strong as hits; reference of the scale not given here
RTF Ca sens inh = cardiac RTF calcium desensitization; P19429+P45379; IANBD-labeled cardiac RTF, Ca2+ fluorescence; inhibition, % at 7.15 µM; actives 0.12% (n = 340,000); AID 493244;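 active = inhibition above the mean inhibition of all tested compounds plus 3 SD, cut at about 17% in these data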;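 also: assay run at fixed EC70 calcium of 1.6 mM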
OPRM1-OPRD1 inv = inverse agonist of human OPRM1-OPRD1 heterodimerization | inhibition, % at 9.3 µM | P35372+P41143 | actives 0.21% (n = 340,000) | AID 504357 | cell-based MOR-DOR heterodimer luminescence, inverse agonism; in the data active = inhibition above about 22%, passing the limit was not always enough;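 also: 0% = cells with DMSO and 100% = wells without cells with DMSO; values of inactives mirror those of a sister screen read the other way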
RTF Ca sens act = cardiac RTF calcium sensitization | P19429+P45379 | IANBD-labeled TnC RTF fluorescence at EC20 calcium; 0% EC20 calcium, 100% full calcium | activation, % at 7.2 µM | actives 0.24% (n = 340,000);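 active = activation above the mean over all tested compounds plus 3 SD, cut at about 30% in these data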;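 also: rise in fluorescence read as greater calcium sensitivity of cardiac thin filaments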
Starred values were filed as active, the others as inactive; · = not tested or not shown.

SMILES	DSG3 Ab inh	Arr AP2 block	Keap1 Nrf2 FP	OPRM1-OPRD1 ag	LANA DNA inh	Wnt act	V-ATPase pH	RTF Ca sens inh	OPRM1-OPRD1 inv	RTF Ca sens act
CCN(CC(=O)NCc1ccc(Cl)cc1)C(=O)CSc1cccc(C(F)(F)F)c1	88	6	-3	1.4	-0.5	1	0	0	-9	-1
O=C(C(Cl)Cl)N1c2ccccc2OCC1c1ccccc1 (centres undefined)	102	5	-6	0.0	0.3	-1	-1	-1	0	-4
COc1cccc2cc(C(C)N(CCCN3CCOCC3)C(=S)Nc3ccc(C)c(C)c3)oc12 (centres undefined)	105	4	0	-1.2	2.3	-1	2	1	6	8
Cc1ccc(S(=O)(=O)N(C)c2ccc(C(=O)NCC3CCCO3)cc2)cc1 (centres undefined)	109	31	0	-2.6	-0.3	·	-1	4	13	-5
COc1ccc(COC(=O)C2=C(C)NC(=O)NC2c2cccc(OC)c2OC)cc1 (centres undefined)	92	14	-4	-2.6	0.2	0	0	3	13	-2
COc1ccccc1C1CCN(C(=O)c2ccc(C(C)(C)C)cc2)CC1	115	-12	-1	6.3	0.5	9	-1	-2	-28	-5
S=C(NCc1cccs1)Nc1ccccc1Cl	92	5	0	-3.4	1.7	4	5	-16	17	2
COc1cccc(CNC(=O)Nc2cccs2)c1	101	13	0	-1.4	-0.4	·	2	-2	8	2
Cc1c(-c2c(C#N)c(N)nc3c2CCCCCC3)cnn1C	73	5	0	-2.0	-0.5	·	-5	0	11	4
Cc1ccccc1-n1c(SCc2c(C)noc2C)nnc1-c1cccnc1	140	1	-1	-2.2	3.2	·	·	-42	13	22
COC(=O)c1ccc(C(=O)OC)c(NC(=O)CCC(=O)O)c1	106	-6	1	-1.3	0.7	·	1	-3	7	5
COc1ccccc1NC(=O)c1ccc(S(=O)(=O)N(C)C)cc1	99	7	3	-2.8	-0.1	-4	1	-4	15	5
COc1ccc(-c2nnc(SCC(=O)NC3CC3)o2)c(OC)c1	103	12	0	-5.6	-1.6	14	-9	0	27	-4
O=c1c2ccccc2[nH]c(=S)n1Cc1ccccc1Cl	100	-1	-8	2.3	-3.4	-3	1	-2	-10	-5
COCCN(C(=S)Nc1ccc(Cl)cc1OC)C1CCN(C(C)=O)CC1	98	-11	-1	-2.0	-0.3	4	-2	-12	11	-1
CC(=O)Nc1cccc(NC(=O)C2CCCN2C(=O)Nc2cccc(C)c2)c1 (centres undefined)	101	-2	2	0.4	-0.4	-1	-1	1	-3	-4
CC(=O)c1c(C)[nH]c(C(=O)CSc2nnc(CN3CCCCCC3=O)n2-c2ccccn2)c1C	95	-4	2	0.4	0.9	0	0	3	-2	-2
CCOc1ccccc1NC(=S)NC(=O)CCc1ccccc1	108	-5	2	0.8	2.0	0	-2	-6	-3	4
Cc1ccc(S(=O)(=O)N(C)c2ccc(OC(=O)c3cccs3)cc2)cc1	94	24	-2	2.4	-0.6	-3	5	5	-13	1
O=C(CCCN1C(=O)/C(=C\c2ccco2)SC1=S)Nc1ccc2ccccc2c1	·	-4	0	1.6	-1.3	-3	0	-3	-8	-5
C/C(=N\NC(=O)c1cc(-c2ccccc2C)nc2ccccc12)c1cccnc1	100	-8	-4	-3.9	0.4	-1	1	-2	20	-1
CCc1ccccc1NS(=O)(=O)c1ccc2[nH]cc(C(=O)NC3CCCC3)c(=O)c2c1	94	18	-3	1.7	2.7	-7	-3	13	-11	0
CC(=O)c1c(C)[nH]c(C(=O)OC2CCOC2=O)c1C (centres undefined)	·	-4	-1	-1.8	1.4	·	5	-25	10	8
Oc1ccc(-c2csc(NCc3ccco3)n2)cc1	·	7	-2	-1.2	-1.5	-2	2	-4	7	2
CC(C)[C@@H](C(=O)N1CCN(C(=O)OC(C)(C)C)CC1)n1cc(CCO)nn1	98	1	-3	-3.9	2.0	-4	-1	-12	18	0

Single records, as listed above. Screens in order: DSG3 Ab inh	Arr AP2 block	Keap1 Nrf2 FP	OPRM1-OPRD1 ag	LANA DNA inh	Wnt act	V-ATPase pH	RTF Ca sens inh	OPRM1-OPRD1 inv	RTF Ca sens act
`O=C(CCCN1C(=O)/C(=C\c2ccco2)SC1=S)Nc1ccc2ccccc2c1` across the screens: ·	-4	0	1.6	-1.3	-3	0	-3	-8	-5
`COc1ccccc1C1CCN(C(=O)c2ccc(C(C)(C)C)cc2)CC1` across the screens: 115	-12	-1	6.3	0.5	9	-1	-2	-28	-5
`CC(=O)c1c(C)[nH]c(C(=O)OC2CCOC2=O)c1C` (centres undefined) across the screens: ·	-4	-1	-1.8	1.4	·	5	-25	10	8
`Cc1ccc(S(=O)(=O)N(C)c2ccc(OC(=O)c3cccs3)cc2)cc1` across the screens: 94	24	-2	2.4	-0.6	-3	5	5	-13	1

The listing picks up with the two entries that preceded the break.
SMILES	DSG3 Ab inh	Arr AP2 block	Keap1 Nrf2 FP	OPRM1-OPRD1 ag	LANA DNA inh	Wnt act	V-ATPase pH	RTF Ca sens inh	OPRM1-OPRD1 inv	RTF Ca sens act
Oc1ccc(-c2csc(NCc3ccco3)n2)cc1	·	7	-2	-1.2	-1.5	-2	2	-4	7	2
CC(C)[C@@H](C(=O)N1CCN(C(=O)OC(C)(C)C)CC1)n1cc(CCO)nn1	98	1	-3	-3.9	2.0	-4	-1	-12	18	0
O=C(NCCc1ccccc1)c1cc2ncc(Br)cn2n1	·	-3	-2	-2.5	1.8	·	-3	-10	10	7
CN(CCCNC(=O)C1CCC(CNS(=O)(=O)c2ccccc2)CC1)Cc1ccccc1 (centres undefined)	103	-22	-1	-3.5	-1.5	-3	-1	-3	18	-4
Cc1ccc(-c2noc(CCC(=O)NCCCN3CCN(c4cccc(Cl)c4)CC3)n2)cc1	110	8	-2	4.3	-0.8	·	0	1	-20	4
Cc1sc2nc(SCc3ccccc3)n(Cc3ccco3)c(=O)c2c1C	96	7	-5	0.9	-0.4	·	-7	-6	-5	-6
O=C(C1=C[C@H](c2ccccc2)C[C@H](OCCCCO)O1)N1CCN(Cc2ccc3c(c2)OCO3)CC1	97	8	-8	-1.6	-1.2	-1	-9	-11	9	3
COc1ccc(NC2CCCN(C(=O)c3cn(C)c4ccccc34)C2)cc1 (centres undefined)	97	5	-2	-0.3	0.3	0	-5	4	2	-1
COc1ccc(/C=C/C(=O)Nc2ccc(S(=O)(=O)N3CCOCC3)cc2)c(OC)c1	107	-14	-1	-4.6	-0.7	-1	-4	-4	18	-4
CC1CCc2nn(CC(=O)NCCN3CCCCC3C)cc2C1 (centres undefined)	125	6	-7	-3.0	12	-4	1	-8	15	-1
CN1CCN(C(=O)Nc2ccccc2)CC1	·	2	3	-0.8	1.8	-1	2	-3	4	0
CC1CC(C)CN(C(=O)CCNS(=O)(=O)c2cccs2)C1 (centres undefined)	122	3	-2	-1.8	-0.7	0	-1	6	10	4
O=C(O)CN1C(=O)CC(c2ccccc2)CC1=O	109	-8	-7	-0.6	-0.2	0	-2	-7	3	12
COC(=O)C1CCN(C(=O)Cc2ccc(C)cc2)CC1	82	-1	1	-2.3	-1.5	0	1	2	13	1
Cn1cccc1/C=N\NC(=O)c1cncc(Br)c1	104	-1	·	·	·	3	-3	·	·	·
CC12CCC(C(=O)N3CCCc4ccccc43)(CC1=O)C2(C)C (centres undefined)	·	3	-1	-1.1	-1.7	1	3	-9	6	0
CC(C)(C)NC1=CC(=O)OC12CCCCC2	98	-6	3	-1.4	1.2	-1	-1	-6	7	3
O=C(Nc1cc(C(F)(F)F)ccc1Cl)C1CCN(c2nnc(-n3cccc3)s2)CC1	90	7	-6	8.2	1.3	·	-3	9	-47	-11
CCOCCCNC(=S)N1CCC(C(=O)c2ccc3c(c2)OCCO3)CC1	98	-5	-2	1.0	0.3	1	-2	3	-6	-5
CCOc1ccccc1NC(=O)c1cc(C(=O)c2cc(OC)ccc2O)coc1=N	103	-4	-2	3.7	-1.0	·	-1	-7	-20	5
COc1ccc(C)cc1NC(=O)C1CCCN(S(=O)(=O)c2cccs2)C1 (centres undefined)	101	-9	-3	-3.3	1.0	-4	-2	4	17	-2
CCNC(=S)N/N=C/c1cccc(OCc2c(F)cccc2Cl)c1	103	44	-3	6.4	-0.5	0	-1	8	-33	1
C=CC[C@@H](Cc1ccc(F)cc1)C(=O)OC[C@H]1CCCN1C(=O)[C@H](CC=C)CC(=O)NCCO	100	·	-4	-0.6	-0.9	12	4	0	3	-3
CC1CC(C)(C)NC(=S)N1CC(=O)NCc1ccc2c(c1)OCO2 (centres undefined)	123	-21	-4	-0.8	-1.4	0	-4	-6	4	-1
COc1ccc(NC(=O)CSCC(=O)N(C)Cc2c(F)cccc2Cl)cc1	98	29	3	-0.4	0.3	1	-2	-1	3	-2
Fc1ccccc1Sc1ccccc1CNC1=NCCN1	118	-18	-4	-1.4	1.4	·	2	-4	7	7
CC(C)Oc1ccccc1/C=N/Nc1ccccc1[N+](=O)[O-]	107	3	-1	1.2	0.4	7	-1	-6	-6	3

Limited to OPRM1-OPRD1 ag and RTF Ca sens act (4 entries from above):
SMILES | OPRM1-OPRD1 ag | RTF Ca sens act
Cc1ccc(-c2noc(CCC(=O)NCCCN3CCN(c4cccc(Cl)c4)CC3)n2)cc1 | 4.3 | 4
COc1ccc(/C=C/C(=O)Nc2ccc(S(=O)(=O)N3CCOCC3)cc2)c(OC)c1 | -4.6 | -4
CC1CCc2nn(CC(=O)NCCN3CCCCC3C)cc2C1 (centres undefined) | -3.0 | -1
CC(C)(C)NC1=CC(=O)OC12CCCCC2 | -1.4 | 3

The results go on.
SMILES	DSG3 Ab inh	Arr AP2 block	Keap1 Nrf2 FP	OPRM1-OPRD1 ag	LANA DNA inh	Wnt act	V-ATPase pH	RTF Ca sens inh	OPRM1-OPRD1 inv	RTF Ca sens act
CN(O)/C=C/C(=O)c1ccc(Br)cc1	105	20	-2	·	-1.1	0	3	·	·	·
Oc1c(Br)cc(C=Nc2ccc3nc(-c4ccccc4)[nH]c3c2)c(O)c1Br	·	9	-3	·	4.0	7	-3	·	·	·
O=C(NC(=S)Nc1cccc(O)c1)c1cncc(Br)c1	·	5	-4	-3.9	0.1	11	1	-10	19	5
CC(=O)N(CCO)Cc1cc2cc(C)cc(C)c2[nH]c1=O	100	-3	0	-1.2	-0.7	·	2	-3	7	3
Cc1ccc(NC(=O)CSc2nnc(-c3ccncc3)n2N)cc1C	101	-7	2	-5.0	1.6	·	-2	-2	23	-1
COC(=O)C1=C(C)NC(=O)NC1c1ccc(N2CCC(c3ccccc3)=N2)cc1 (centres undefined)	103	-10	-5	-0.2	3.3	-1	1	1	1	0

High-throughput results: PubChem, several laboratories
